# RECQ1 helicase = qHTS Assay for Inhibitors of RecQ-Like Dna Helicase 1 (RECQ1); RECQ1 DNA unwinding, red fluorescence kinetic read; Potency, µM (doses to about 57.3 µM), without a hit: at the top dose activity, negative = inhibition, usual class: inhibitors; 0.54% of 240,000 active; AID 2549, 2010;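 also: plate controls were vehicle for no effect and no enzyme for full effect; nearly all actives have a fitted effect of over 30% in size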
#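 50 nM RECQ1T1 preincubated 15 min with compound in Tris pH 8.0 buffer with MgCl2, DTT, Tween-20 and 2.5 ug/ml poly(dI-dC); started with 200 nM TAMRA/BHQ-2 forked duplex and 2 mM ATP. Unwinding read as fluorescence (525/598 nm), two reads 2 h apart.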
# TexasRed fluor = Total Fluorescence Counterscreen for Inhibitors of the Interaction of Thyroid Hormone Receptor and Steroid Receptor Coregulator 2; TRb/SRC2 Texas Red total fluorescence interference; Potency, µM (titrated, usually from 106 µM), for inactives: at the highest dose fluorescence change, negative = quenching; 0.29% of 280,000 active; AID 1479, 2009; active = well fitted curve in either direction with a large enough effect; inconclusive = small, poorly fitted or top-dose-only effect; also: % is scaled to controls: 0 for no effect and ±100 for the full control effect
#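 Human TRβ ligand-binding domain (0.6 uM) and Texas Red SRC2 peptide (20 nM) in Tris buffer with 1 uM T3 and 5% DMSO were incubated with pinned compound for 5 hr at ambient temperature. Total fluorescence was computed as S + 2P (555/632 nm).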
# TRb-SRC2 inh = qHTS for Inhibitors of the Interaction of Thyroid Hormone Receptor and Steroid Receptor Coregulator 2; Potency, µM (top dose mostly 106 µM), for inactives: top-dose activity change, negative = inhibition, most hits filed as inhibitors; TRbeta-SRC2 peptide binding, fluorescence polarization; receptor liganded with 1 µM T3; Thyroid hormone receptor beta (Homo sapiens), P10828; 0.065% of 280,000 active; AID 1469, 2008;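 also: plate controls were bound peptide for no effect and peptide without receptor for full effect; nearly all actives have a fitted effect of over 50% in size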
#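 Fluorescence polarization of 20 nM Texas Red SRC2 peptide (20-aa NR interaction domain) bound to 0.6 uM human TRb ligand-binding domain, with 1 uM T3, after 5 hr at ambient temperature; inhibition seen as decreased polarization.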
# JMJD2E inh = qHTS Assay for Inhibitors of Human Jumonji Domain Containing 2E (JMJD2E); Lysine-specific demethylase 4E (Homo sapiens), B2RXH2; JMJD2E catalytic domain, FDH-coupled NADH fluorescence (FDH is formaldehyde dehydrogenase); Potency, µM (doses to about 57.1 µM), for the others: at the top dose activity change, negative = inhibition, usual class: inhibitors; 1.6% of 230,000 active; active = well fitted inhibition curve with a large enough effect, not every such curve was filed as active; inconclusive = small, poorly fitted or top-dose-only effect, or another doubt; inactive = no such curve, though single readings can be large or run the other way;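 also: 0% = wells with enzyme and -100% = buffer wells without enzyme; nearly all actives have a fitted effect of over 50% in size; many of its hits are not listed in these tables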
# Target sequence (B2RXH2 1-337 limits assumed): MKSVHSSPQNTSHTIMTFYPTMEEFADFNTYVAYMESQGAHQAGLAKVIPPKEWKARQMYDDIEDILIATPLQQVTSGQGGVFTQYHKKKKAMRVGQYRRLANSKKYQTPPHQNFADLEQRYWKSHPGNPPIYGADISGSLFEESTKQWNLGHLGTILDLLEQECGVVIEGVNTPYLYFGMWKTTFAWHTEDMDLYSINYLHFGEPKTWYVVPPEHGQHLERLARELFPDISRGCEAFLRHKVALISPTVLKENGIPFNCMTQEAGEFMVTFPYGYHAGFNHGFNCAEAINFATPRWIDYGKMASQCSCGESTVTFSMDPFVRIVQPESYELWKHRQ
# SMN2 splice enh = qHTS Assay for Enhancers of SMN2 Splice Variant Expression; HEK293 SMN2-luciferase splicing reporter, luminescence, 30-36 h; Potency, µM (titrated, usually from 46.1 µM), for the others: top-dose activity change, positive = activation, most hits filed as activators; 2.8% of 210,000 active; also: % of control where 0% means no effect; nearly all actives have a fitted effect of over 55% in size
#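 HEK293 cells carry an SMN2 minigene-luciferase reporter in which exon 7 inclusion puts luciferase in frame. Cells were seeded at 2000 cells/well, attached for 10-12 hours, then exposed to compounds for 30-36 hours at 37C before ONE-Glo luminescence.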
# LMNA splice mod = qHTS Assay for Modulators of Lamin A Splicing; HeLa LMNA splicing GFP/RFP minigene ratio, 48 h; AID 1487, 2009; 0.01% of 200,000 active; Potency, µM (highest dose often 46.1 µM), inactives show top-dose ratio change, negative = inhibition, most hits filed as inhibitors; active = well fitted inhibition curve with a large enough effect in the signal ratio, with a control signal flat, not every such curve was filed as active; inconclusive = small, poorly fitted or top-dose-only effect, or effect the other way, or a change in a side signal; the % refers to the signal ratio; also: % is scaled to controls: 0 for no effect and ±100 for the full control effect
#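 Read-out is the ratio of GFP to DsRed2 object intensity, acquired by 488 nm laser-scanning cytometry on HeLa lamin A-EGFP minigene reporter cells. Compound incubation 48 hrs at 37 °C in Opti-MEM with 2% FBS; DMSO 0.5% final.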
# ALDH1A1 block = qHTS Assay for Inhibitors of Aldehyde Dehydrogenase 1 (ALDH1A1); Potency, µM (top dose mostly 75.3 µM), inactives show at the highest dose activity, negative = inhibition, actives largely listed as inhibitors; AID 1030, 2008; 7.3% of 220,000 active; Aldehyde dehydrogenase 1A1 (Homo sapiens), P00352; Purified ALDH1A1, NADH fluorescence, propionaldehyde substrate; active = well fitted inhibition curve with a large enough effect, not every such curve was filed as active; inconclusive = small, poorly fitted or top-dose-only effect, or another doubt; inactive = no such curve, though single readings can be large or run the other way;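 also: plate controls were no enzyme wells and a reference inhibitor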
# Target sequence (P00352 whole entry, looked up): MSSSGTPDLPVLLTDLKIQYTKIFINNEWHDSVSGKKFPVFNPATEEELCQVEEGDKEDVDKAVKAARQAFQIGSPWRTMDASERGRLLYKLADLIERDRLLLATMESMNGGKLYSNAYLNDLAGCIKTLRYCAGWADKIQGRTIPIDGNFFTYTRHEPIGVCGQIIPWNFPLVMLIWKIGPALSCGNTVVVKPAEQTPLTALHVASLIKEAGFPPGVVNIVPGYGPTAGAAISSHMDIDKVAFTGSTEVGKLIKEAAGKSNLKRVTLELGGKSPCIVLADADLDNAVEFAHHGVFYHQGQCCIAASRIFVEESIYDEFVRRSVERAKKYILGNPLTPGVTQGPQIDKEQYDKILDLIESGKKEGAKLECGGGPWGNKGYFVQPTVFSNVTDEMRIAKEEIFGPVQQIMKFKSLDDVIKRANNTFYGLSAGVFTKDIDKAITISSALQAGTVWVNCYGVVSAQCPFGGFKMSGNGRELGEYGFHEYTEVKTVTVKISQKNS
# GoLoco inh red = qHTS Assay for Inhibitors of RGS12 GoLoco Motif Activity (Red Fluorophore). Guanine nucleotide-binding protein G(i) subunit alpha-1 (Homo sapiens), P63096. Gai1:RGS12 GoLoco peptide FP, rhodamine, 10 min. Potency, µM (highest dose often 61.6 µM), inactives show at the highest dose activity, negative = inhibition, most hits filed as inhibitors. 0.44% of 230,000 active; active = well fitted inhibition curve with a large enough effect, not every such curve was filed as active; inactive = no such curve, though single readings can be large or run the other way; also: % is scaled to controls: 0 for no effect and ±100 for the full control effect; nearly all actives have a fitted effect of over 30% in size; many of its hits are not listed in these tables
# Active calls of the source: *; i = inactive; ? = inconclusive; . = no result given; & = joins results of further samples; [ ] = dose if it differs, or a comment. Unless noted, calls follow the shape of the dose curve; as a rule, active = well fitted curve in the direction sought with a large enough effect; inconclusive = small, poorly fitted or top-dose-only effect, or another doubt; inactive = no such curve, though single readings can be large; an effect the other way counts as inactive or inconclusive. Potency is read from the fitted curve at half-maximal effect. These rows are one share of the data; count on the stated rates, not on these rows.
SMILES,RECQ1 helicase,TexasRed fluor,TRb-SRC2 inh,JMJD2E inh,SMN2 splice enh,LMNA splice mod,ALDH1A1 block,GoLoco inh red
COc1ccccc1C(CCNS(=O)(=O)c1ccc(C)cc1)c1ccco1 (configuration not stated),4%,0%,-19%,0%,-12%,?,?,2%
COc1ccc(-n2ccnc2SCC(=O)Nc2ccc(OC)cc2OC)cc1,-4%,-1%,-9%,0%,-9%,-4%,11%,-11%
CS(=O)(=O)N(Cc1ccccc1)c1ccc(C(=O)NN=C2CCCCCC2)cc1,-8%,-2%,9%,-1%,-11%[1.84 µM],-3%,?,-8%
S=C(N/N=C1\C2CN3CCN(C2)CC1(c1ccccc1)C3)Nc1ccccc1,-8%,0%[53 µM],7%[53 µM],-1%,-11%,-6%,4%,-7%
Cc1ccc(CN2CC(C(=O)Nc3ccc(F)c([N+](=O)[O-])c3)CC2=O)cc1 (configuration not stated),-3%,-3%,-1%,-8%,18%,.,?,1%
Cc1ccc(CN2CCSc3ccc(C(=O)N4CCN(c5ncccn5)CC4)cc32)cc1,i,-3%,2%,?,-43%[inhibitor],?,?,4%
COC(=O)C1Cc2c([nH]c3ccccc23)C(C)N1 (configuration not stated),0%,-1%,-14%,?,-3%,-10%,1%,16%
O=S(=O)(c1cccs1)N1CN(C2CCCC2)c2nc3ccccc3nc21,0%,-9%,1%,?,.,.,.,-1%
COc1ccc(C2C3=C(NCCN=C3c3ccccc3)C(=O)N2c2ccccc2)c(OC)c1 (configuration not stated),-16%,-2%,-5%,3%,-8%,3%[9.22 µM],-1%,2%
COc1ccc(CCN2C(=O)CC(C(N)=O)SC2=Nc2ccc(F)cc2)cc1OC (configuration not stated),17%,-6%,-5%,-9%,.,-4%[46 µM],0%,14%
NS(=O)(=O)c1ccc(-c2ccc(/C=N/NC(=O)c3ccc([N+](=O)[O-])cc3)o2)cc1,-3%,-3%,2%,-12%,.,.,14%,11%
COc1cccc(-c2nnc(SCc3nc4ccccc4s3)n2C)c1,2%,-3%,-1%,10%,2%,7%,2%,16%
C=CCN1CN(S(=O)(=O)c2cccs2)c2nc3ccccc3nc21,10%,-2%,-15%,?,?,6%,?,16%
CCN(CC)C(=O)CSc1nnc(-c2cnccn2)n1-c1ccc(C)cc1,1%,2%,-1%,-5%,-8%,7%,5%,7%
Cc1cnn(-c2cc(N/N=C/c3ccccc3)ncn2)c1,i,-1%,-18%,5%,-1%,9%,3%,6%
Cc1cc(C)c(OCCN2CC(C)OC(C)C2)c(Br)c1 (configuration not stated),i,2%,-2%,?,-29%,-2%[46 µM],-13%,-1%
C=CC[C@@H]1C=C[C@H](O/N=C(\C)CCN2CCc3nc(CC)c(CC)cc3C2)[C@H](CO)O1,-12%[11.5 µM],?,-23%[11.2 µM],.,.,.,10%[13.5 µM],.
O=C(O)CCc1ccc(-c2cccs2)n1-c1ccc(C(=O)O)cc1,-8%,-5%,1%,?,-1%,0%,13µM*,-11%
CN(CC(=O)Nc1cccc2ccccc12)c1ccc(S(=O)(=O)N2CCOCC2)cn1,i,0%,-12%,?,3%,-9%,64%[activator],8%
O=C(NCc1csc(-c2cccs2)n1)c1ccsc1,i,-2%,-1%,?,.,.,.,-6%
Cc1cc(C)c(S(=O)(=O)NCC23C=CC(O2)C2C(=O)N(c4ccccc4)C(=O)C23)c(C)c1 (configuration not stated),11µM*,1%,5%,11%,-4%,-2%,2.5µM*,-22%
CCOC(=O)CC(=O)CSc1nc(-c2cccnc2)cc(C)c1C#N,-10%,-1%,-15%,2%,-18%,2%,-1%,19%
COc1ccc(C2CC(c3ccccc3C)n3nc(N)nc3N2)cc1 (configuration not stated),-3%,-1%,6%,-3%,-12%,-9%,11%,-2%
O=C(NNC(=O)c1ccccc1[N+](=O)[O-])c1ccccc1[N+](=O)[O-],-5%,0%,12%,-9%,0%,18%[46 µM],22µM*,2%
OC(COc1ccc(CN2CCCCO2)cc1)CN1CCCCC1 (configuration not stated),i,-1%[53 µM],0%[53 µM],17%,.,22%[46 µM],7%,13%
COc1cccc(-c2csc(N3CCN(C(=S)Nc4ccccc4OC)CC3)n2)c1,-9%,-1%,3%,5%,-15%,7%,0%,16%
CC(C)c1ccc(N)c(S(=O)(=O)O)c1,-1%,-5%,6%,-11%,.,.,.,2%
COc1ccc(Cn2c(CCC(=O)Nc3ccccc3OC)nc3cccnc32)cc1,-3%,-1%&1%,9%&-7%,-7%,-32%&5%[inhibitor],1%[9.22 µM],4%,6%
Cc1ccc(N2CC(O)(c3cccs3)[N+]3=C2CCCC3)cc1 (configuration not stated),-3%,-4%,-1%,10%,-12%,.,7%,-2%
Cc1cc(NC(=O)c2cnn3c(C(F)F)cc(-c4ccccc4)nc23)no1,?,2%,-4%,?,-4%,0%,?,3%
O=C(O)c1cc(NCc2c(F)cccc2Cl)ccc1N1CCOCC1,-11%,-6%,-6%,?,-2%,?,?,-7%
O=C(NCCNC(=O)c1cc(OCC(F)(F)F)ccc1OCC(F)(F)F)Nc1ccc(Cl)cc1,-11%,0%,-6%,13%,-8%,-3%,-1%,3%
COc1ccc(NS(=O)(=O)c2cn(C)c(=O)n(C)c2=O)cc1,-9%,0%,0%,3%,.,.,.,-3%
CCC(C)N(C)Cc1cccc(C2(O)CCN(S(=O)(=O)c3ccc(F)c(C)c3)CC2)c1 (configuration not stated),-9%,0%,-3%,9%,-20%,?,?,10%
CCCCNC(=O)CCC(=O)Nc1ccc2nc(N3CCOCC3)cc(C)c2c1,-11%,-6%,-9%,?,21%,3%,?,-3%
O=C(CCc1nnc(CCCCc2ccccc2)o1)NCCN1CCOC1=O,-4%,1%,0%,-4%,.,?,0.11µM*,8%
Cc1nc2sc(C(c3ccco3)N3CCC(C)CC3)c(O)n2n1 (configuration not stated),-1%,0%,6%,-2%,25%,-1%,?,4%
O=C(NC1CCCCC1)c1cc(-c2ccco2)on1,-7%,-1%,7%,1%,.,1%,-5%,.
Cc1c(C(=O)O)oc2ccc(S(=O)(=O)NCc3ccccc3)cc12,-13%,-3%,0%,0%,3%,2%,-3%,-13%
COc1ccc(C(=O)NCCSc2ccccn2)cc1,-12%,1%,-8%,-1%,2.8µM*,1%,12%,9%
Cn1c(=O)n(Cc2ccccc2Cl)c2ccccc21,3%,0%[53 µM],2%[53 µM],-4%,.,.,?,5%
CCOC(=O)CC1=C(C(=O)OCC)C(c2cc(OC)c(OC)cc2OC)C(C#N)=C(N)O1 (configuration not stated),-5%,-1%,-8%,-9%,?,4%,8%,-3%
COC(=O)CNC(=O)CNC(=O)Nc1ccccc1Cl,-5%,-5%,1%,9%,5%,3%,0%,4%
COc1ccc(C(=O)N2CCC3(CCCN(c4ccccn4)C3)CC2)cc1,-7%,.,.,.,-5%,.,?,1%
CC(C)NC(=O)COC(=O)c1cc(=O)[nH]c2ccccc12,-8%,-1%,-15%,?,16%,3%,?,-13%
N#Cc1ccc(-c2cn(-c3ccccc3)c3[n+]2CCCS3)cc1,i,-6%,3%,?,8%,2%[46 µM],-10%,0%
N/C(CCCN1CCCCC1)=N/O,i,1%,-21%,3%,6%,0%,6%,6%
CCN(CC)C(=O)CSc1nc2ccc(NC(=O)CSc3nnc(N)s3)cc2s1,?,-5%,-3%,-8%,3%,-7%,?,27%
CNS(=O)(=O)c1cccc(C(=O)OCC(=O)N2CCc3ccccc3C2)c1,i,3%,-7%,-2%,-15%,24%,14%,-14%
Nc1c(C(=O)N/N=C/c2ccc(OCc3ccccc3)cc2)cnn1-c1ccccc1,i,-4%,6%,-2%,.,.,.,12%
CC(C)NC(=O)N1CCC2(CC1)CCN(S(=O)(=O)c1ccccc1)CC2,-5%,.,.,.,-9%,.,-5%,9%
Cc1ccc(OC(=O)c2sc3ncn(C)c(=O)c3c2C)cc1,-1%,-4%,-3%,-9%,17%,.,-12%,11%
CCn1ncc(/C=C2/SC(=S)NC2=O)c1C,1%,-2%,-6%,0%,13%,?,-13%,0%
Nc1cc(C(Cl)=C(Cl)Cl)c(S(N)(=O)=O)cc1S(N)(=O)=O,13%,-2%,7%,-7%,-2%,-10%,9%[20.9 µM],-1%
CC(O/N=C/c1ccc(OC(F)F)cc1)C(=O)Nc1cccc(S(=O)(=O)N2CCOCC2)c1 (configuration not stated),-4%,-1%,-5%,-1%,1%,?,0%,9%
Cc1cc(S(=O)(=O)N(Cc2ccccc2F)C2CC2)ccc1-n1cnnn1,-1%,0%,-5%,-26%,.,13%[46 µM],-5%,5%
CN1CCN(c2ncc3nc(-c4cn(C)c5ccccc45)c(=O)n(-c4ccccc4)c3n2)CC1,i,.,.,.,.,2%,?,-11%
O=C1Cc2ccccc2C(=O)N1CCc1ccccc1,-12%,2%,-4%,-3%,15%,-6%,?,14%
Cc1cccc(C)c1NC(=O)COC(=O)c1ccc2[nH]c3c(c2c1)CCCC3,i,0%,-2%,?,8%,14%[46 µM],5%,16%
CCOC(=O)CC(NC(=O)c1cc2ccccc2oc1=O)c1cccc([N+](=O)[O-])c1 (configuration not stated),-2%,-1%,2%,?,-5%,?,?,-7%

# High-throughput results from PubChem.
